OX1R antag = blocks the human orexin 1 receptor; OX1R-expressing cells, FRET antagonist read-out; inhibition, % at 6.6 µM; 330,000 tested, 1.8% active; O43613; in the data active = inhibition mostly above about 38%, no sharp cut-off; inactive = mostly below about 40%;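 note: 0% = agonist challenge alone and 100% = reference antagonist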
STK33 kinase inh = human STK33 kinase inhibition; Q9BYT3; purified STK33, MBP phosphorylation, ADP-Glo luminescence; inhibition, % at 10 µM; 320,000 tested, 0.073% active; AID 2661;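 active = inhibition at or above 25%, using the most active replicate where run in duplicate; inactive = inhibition below 25%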
KCNQ2 block = KCNQ2 channel blockers in CHO-K1 cells – cell-based, FluxOR thallium flux, B-score, primary screen (AID 2156); 310,000 tested, 1.1% active; B-score at 10 µM; 20 min; active compounds read low; O88943;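 active = fluorescence ratio B-score at most minus 3 library SDs, with starting brightness B-score within 2 library SDs, cut at about -5.5 in these data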
Target sequence (O88943 whole entry, looked up): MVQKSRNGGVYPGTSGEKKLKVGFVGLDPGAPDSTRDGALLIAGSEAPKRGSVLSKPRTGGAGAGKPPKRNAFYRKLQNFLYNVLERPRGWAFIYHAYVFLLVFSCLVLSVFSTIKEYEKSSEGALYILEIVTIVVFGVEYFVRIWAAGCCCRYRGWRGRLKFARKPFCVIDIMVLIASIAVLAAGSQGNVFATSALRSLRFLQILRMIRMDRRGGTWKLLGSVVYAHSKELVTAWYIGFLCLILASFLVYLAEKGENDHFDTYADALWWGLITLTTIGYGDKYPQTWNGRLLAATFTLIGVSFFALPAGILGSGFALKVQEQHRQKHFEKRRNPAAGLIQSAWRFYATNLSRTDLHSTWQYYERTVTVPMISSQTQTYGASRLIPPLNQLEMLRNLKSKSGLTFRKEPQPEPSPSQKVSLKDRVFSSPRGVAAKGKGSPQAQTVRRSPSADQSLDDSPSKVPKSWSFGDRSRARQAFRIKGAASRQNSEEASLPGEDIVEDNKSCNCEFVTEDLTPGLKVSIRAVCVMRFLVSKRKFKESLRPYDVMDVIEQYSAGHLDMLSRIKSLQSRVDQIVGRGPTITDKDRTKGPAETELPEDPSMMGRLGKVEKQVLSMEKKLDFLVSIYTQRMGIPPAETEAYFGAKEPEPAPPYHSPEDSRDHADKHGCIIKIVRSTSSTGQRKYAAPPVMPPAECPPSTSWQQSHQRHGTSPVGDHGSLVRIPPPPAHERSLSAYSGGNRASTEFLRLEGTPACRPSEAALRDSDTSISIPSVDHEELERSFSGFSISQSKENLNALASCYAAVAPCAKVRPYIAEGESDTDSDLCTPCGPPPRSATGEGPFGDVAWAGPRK
Numbers without * were called inactive; i = inactive; x = no result given.

SMILES	OX1R antag	STK33 kinase inh	KCNQ2 block
O=C(COc1ccc(Cl)cc1Cl)Nc1ccc(C(=O)Nc2ccccc2C(=O)O)cc1	10	0.1	i
O=C(c1cccc(F)c1)N1CCN(c2ccc([N+](=O)[O-])c(N3CCOCC3)c2)CC1	18	-0.6	i
COc1ccc(Cc2nc(-c3cccnc3)no2)cc1OC	18	0.8	i
c1ccc(Cc2nn3c(-c4ccncc4)nnc3s2)cc1	8	-0.4	i
CCCS(=O)(=O)n1nc(-c2ccc(C)cc2)cc1N	20	2.1	i
COc1ccc(CN2CC[C@H]3C=CC[C@@H](C(=O)NCCc4ccccc4)[C@H]3C2=O)cc1OC	70*	0.1	i
COc1cccc(C2SCC(=O)N2c2ccc(Cl)cc2)c1OC (stereo not given)	19	-0.6	i
O=C(NC1=NCCS1)c1cccc(S(=O)(=O)N2CCc3ccccc32)c1	17	-1.6	i
O=C(c1ccc(S(=O)(=O)N2CCOCC2)cc1)N(Cc1ccco1)Cc1cccs1	12	-1.2	i
CC1CN(S(=O)(=O)c2cccc(C(=O)NCC3COc4ccccc4O3)c2)CC(C)O1 (stereo not given)	2	-0.7	x
O=[N+]([O-])c1cccc(S(=O)(=O)N2CN(c3ccc(Br)cc3)c3nc4ccccc4nc32)c1	15	-0.6	x
Cc1onc(-c2ccccc2)c1C(=O)N1CCOC12CCN(c1cccc(F)n1)CC2	27	0.1	i
CCN1CCN(c2nc3ccccn3c(=O)c2C=O)CC1	4	0.1	i
CCN(CC(=O)Nc1ccccc1C(F)(F)F)C(=O)c1ccc(=O)n(Cc2ccccc2)n1	22	-2.3	i
C=CCn1c(CNC(=O)c2cccs2)nnc1SCC(=O)Nc1ccc(C(=O)O)cc1	3	1.3	i
Cc1onc(-c2c(F)cccc2Cl)c1C(=O)Nc1sc2c(c1C(N)=O)CCC2	41	4.2	i
O=C(NCCS(=O)(=O)N1CCN(c2ccccc2F)CC1)c1cccc(Br)c1	17	-0.1	i
Cc1ccccc1-c1nsc(SCC(=O)c2ccc(Cl)cc2)n1	8	8.9	i
COCCNC(=O)CCn1nc(-c2ccc(Cl)cc2)ccc1=O	4	-0.3	i
Cc1cccc2[nH]c(CN(C)C(=O)C3CCC(=O)N(CCc4ccccc4)C3)nc12 (stereo not given)	23	-1.4	i
Cc1cc(C)cc(NC(=O)CSc2nc3ccccc3nc2N2CCCCC2)c1	11	-0.5	i
CC(=O)Nc1ccc(S(=O)(=O)N(C)CC(=O)OCC(=O)NNC(=O)c2ccccc2F)cc1	13	-0.9	i
Cc1c(NC(=O)c2cc3c(s2)-c2ccccc2OC3)cccc1[N+](=O)[O-]	35	-0.8	i
Cc1ccc(C2=NCCn3c2c2ccc([N+](=O)[O-])cc2[n+]3[O-])cc1	57	0.9	i
COc1ccc(F)cc1S(=O)(=O)Nc1cc2c3c(c1)CCC(=O)N3CCC2	10	-0.4	i
CCn1cc(CCC(=O)NC(C)c2ccccc2)c2ccccc21 (stereo not given)	10	-0.7	i
CCN(CC(=O)Nc1cccc(F)c1)Cc1nc2ccccc2c(=O)[nH]1	32	-0.1	i
COc1cc(Cl)c(C)cc1NC(=O)CC1CCCC1	9	-3.6	i
Cc1ccc(NC(=O)CC(=O)NCCN2CCOCC2)cc1	1	-1.0	i
CSC1=NCCN1S(=O)(=O)c1ccc(NC(C)=O)cc1	10	0.5	i
Cn1nc(C(=O)NCC2COc3ccccc3O2)c2ccccc2c1=O (stereo not given)	14	0.5	x
O=C(Nc1ccc(Cl)c(C(F)(F)F)c1)[C@@H]1CC=C[C@@H]2CCN(C3CCCCC3)C(=O)[C@@H]21	11	1.1	i
Cc1nc(SCC(=O)N2CCNC2=O)c2ccccc2n1	16	0.1	x
Cc1ccc(S(=O)(=O)N(C)C)cc1NC(=S)N1CCCCC1CO (stereo not given)	32	-0.3	i
COc1ccc(CCNC(=S)NC2CCN(Cc3ccccc3)CC2)cc1	21	-1.7	i
FC(F)(F)c1ccncc1-c1nnnn1-c1ccc(Cl)cc1	14	-0.4	i
O=C(Cc1cccs1)N1CCN(c2ccc([N+](=O)[O-])cc2)CC1	28	0.3	-5.5*
Cc1ccc([N+](=O)[O-])cc1S(=O)(=O)Nc1ccc(N2CCOCC2)cc1	10	-1.7	i
COc1ccc(N2CCN(C(=O)CN3CCN(C(c4ccccc4)c4ccccc4)CC3)CC2)cc1	12	0.5	i
CSCCC(NS(=O)(=O)c1ccc(Cl)cc1)C(=O)OCC(=O)c1c(C)[nH]c2ccccc12 (stereo not given)	76*	-0.7	i
CC1CCN(CCOCCOc2ccccc2-c2ccccc2)CC1	23	1.1	i
O=C(NCC1CCCO1)C1CCN(c2ccc(S(=O)(=O)N3CCCC3)cc2)CC1 (stereo not given)	8	x	i
O=C(N/N=C/c1cccc(C(F)(F)F)c1)c1ccc(O)cc1	11	1.0	i
CCOC(=O)C1(Cc2cccc(F)c2)CCN(C(=O)c2ccoc2C)CC1	36	-0.8	i
COC(=O)c1nn(-c2ccccc2)c(Sc2ccccc2)c1/C=N/O	40	-2.5	i
Cn1c(=O)oc2cc(S(=O)(=O)N3CCc4ccccc43)ccc21	12	-1.2	i
COc1ccc(-c2cccc(NC(=O)c3ccc4c(c3)OCO4)c2)nn1	27	-0.3	i
O=C(CN(C(=O)Cn1nnc(-c2ccccc2F)n1)c1cnc2ccccc2c1)NCC1CCCO1 (stereo not given)	8	-1.7	i
Cc1c(Cl)cccc1NC(=S)NC1CCN(C(C)C)CC1	19	-1.6	i
CCOc1ccc(C(=O)Nc2cccc3ncccc23)cc1Br	12	0.1	i
COC(=O)c1ccc(N2C(=O)c3cc(N4CCOCC4)c([N+](=O)[O-])cc3C2=O)cc1	7	-0.2	i
C=CC[C@H](CC(=O)NCCO)C(=O)NC[C@@H](OC(=O)[C@H](CC=C)CC(=O)OC(C)(C)C)c1ccccc1	8	-0.5	x
COc1ccc(CCNC(=O)CCC(=O)n2ncc3ccc(Cl)cc32)cc1OC	-2	0.0	i
CCn1nc(NC(=O)c2ccncc2)c2cc3ccccc3nc21	40	1.4	i
CC(C)N1CCC(N2CCN(CCCc3ccccc3)CC2CCO)CC1 (stereo not given)	13	0.0	i
Cn1c(=O)[nH]c(=O)c2c1nc(N/N=C/C(Br)=C/c1ccccc1)n2CCO	17	-0.3	i
COC(=O)c1cc(-c2ccc(NC(C)=O)cc2)nc2ccccc12	16	2.7	i
CN(c1ccccc1C(=O)O)S(=O)(=O)c1ccc2[nH]c(=O)[nH]c2c1	x	-0.5	i
COc1cccc(-c2ccc3ncnc(NCc4cccnc4)c3c2)c1	20	0.9	x
COC(=O)c1ccccc1N1C(=O)[C@@H]2C(c3ccc(Br)cc3)=NO[C@@H]2C1=O	60	1.6	i
More entries follow.
SMILES	OX1R antag	STK33 kinase inh	KCNQ2 block
Cc1ccc(CNC(=O)CCSCc2cccc(F)c2)cc1	8	-2.2	i
Cc1ccc2oc(=O)n(CCOc3ccccc3C)c2c1	4	-0.2	i
N#C/C(=C/c1ccc(Br)o1)C(N)=S	18	-1.5	i
CNC(=O)CCN(Cc1ccco1)S(=O)(=O)c1ccc(OC)c(OC)c1	5	2.4	i
CCSc1nnc(NC(=O)C(C)C)s1	18	-3.1	i
O=C1NC(c2cccc([N+](=O)[O-])c2)Oc2ccccc21 (stereo not given)	29	0.5	i
CCOC(=O)c1cc(C)[nH]c(=O)c1C#N	9	3.7	i
CCOC(=O)N1CCN(C(=O)C(NC(=O)c2ccco2)C(C)C)CC1 (stereo not given)	12	x	i
CCOc1ncccc1C(=O)OCC(=O)Nc1cc(S(=O)(=O)N(CC)CC)ccc1C	17	0.7	i
Cc1ccc(-c2nc3ccc(C(=O)O)cc3nc2-c2ccc(C)cc2)cc1	8	-1.1	i
CCOC(=O)c1cnc2c(c(C)nn2C)c1Oc1ccccc1F	9	-1.9	i
CC1(C)CC(=O)c2c(-c3cccs3)n[nH]c2C1	6	0.0	i
COc1cc(C2Nc3ccccc3C(=O)N2c2ccc3c(c2)OCCO3)ccc1OCC(C)C (stereo not given)	15	0.7	i
CCCN(CCC)CCCNC(=O)c1cn(C)c2ccc(S(=O)(=O)N(C)C3CCCCC3)cc2c1=O	23	2.8	i
CN(C)c1cccc(N=C2C=C(N3CCOCC3)CC(C)(C)C2)c1	17	-0.5	i
COc1ccc(O)c(C(=O)c2cnn(C(=O)c3ccc(C)cc3)c2)c1	8	0.1	x
O=C(Cn1c(=O)cnc2ccccc21)NNC(=O)c1ccccc1Cl	5	-0.2	x
CN(c1ccccc1)S(=O)(=O)c1cccc(NC(=O)CN2CCc3ccccc3C2)c1	54	-0.8	i
Clc1nc2nc3n(c2nc1Cl)CCC3	2	-0.1	i
O=C(O)c1ccc(-c2ccc(/C=N/Nc3ccc([N+](=O)[O-])cc3)o2)cc1	-1	0.6	i
CCCCC[n+]1ccn(-c2nc3ccccc3nc2[N-]S(=O)(=O)c2ccc(C)cc2)c1	18	-0.5	i
COC(=O)c1ccc(CSc2ncnc3c2sc2nc(N4CCOCC4)c4c(c23)CCCC4)o1	12	0.6	i
CC(Oc1cccc(Cl)c1)C(=O)Nc1ccc([N+](=O)[O-])cn1 (stereo not given)	12	-2.2	i
CCOC(=O)N1CCN(C(=O)Nc2ccc3nc(C)c(C)nc3c2)CC1	20	-1.0	i
CC1(C)CC(=O)C=C(c2cccc(Br)c2)C1	1	-0.3	x
COc1ccc(C(=O)CSc2cc(C)nc3nc(C)nn23)cc1OC	4	-1.5	i
CCC(C(=O)NC1CCCC1)N(Cc1cccs1)C(=O)Cn1nnc(-c2ccc(OC)c(OC)c2)n1 (stereo not given)	22	-1.6	i
CC(C)N(C(=O)COC(=O)[C@@H]1CC(O)CN1S(=O)(=O)c1ccc(C(C)(C)C)cc1)C(C)C (stereo not given in full)	18	0.5	i
O=C(c1ccc([N+](=O)[O-])cc1)N1CCSC1c1ccccc1Cl (stereo not given)	13	-1.0	i
Nc1cc(OCC(F)(F)F)cc(OCC(F)(F)F)c1	10	0.5	i
Cc1cccc(N2C(=O)c3ccc(C(=O)Nc4c[nH]c(=O)[nH]c4=O)cc3C2=O)c1	15	-1.0	i
Cc1ccc(S(=O)(=O)/N=C(\c2ccc(F)cc2)n2c(C)nc3ccccc32)cc1	13	-0.8	i
O=C(CSc1nc2ccccc2[nH]1)Nc1ccc2c(c1)CCC2	16	0.5	i
CC(=O)Cc1cc(=O)c2c(C)cc(O)c(C3OC(CO)C(O)C(O)C3O)c2o1 (stereo not given)	9	0.5	i
CCc1ccc2nc3c(c(C(=O)O)c2c1)CCC3	10	-0.4	i
Cn1cc(SCC(=O)NCc2ccc(F)cc2)c2ccccc21	5	0.6	i
Cn1ncc(Cl)c1C(=O)N1CCN(S(=O)(=O)c2cccs2)CC1	12	0.9	i
C/C(=N\NC(=O)c1ccc(N2CCCC2=O)cc1)c1ccncc1	5	0.0	i
Cc1cccc(-c2cc(C(=O)N/N=C/c3cccnc3)c3ccccc3n2)c1	12	-3.2	i
CC(=O)n1c2ccccc2c2ccccc21	6	-1.3	i
CCC(C)NC(=O)CSc1nc2ccsc2c(=O)n1NC(=O)c1ccccc1 (stereo not given)	22	-1.1	i
Cc1nc2ccccc2n1S(=O)(=O)c1ccc(S(=O)(=O)N2CCCCCC2)cc1	15	-0.9	i
CCOc1ccccc1N1CCN(CC(=O)Nc2ccnn2C2CCCC2)CC1	6	-0.6	x
CCSc1cc(N2CC(C)OC(C)C2)nc(-c2ccccc2Cl)n1 (stereo not given)	6	5.2	i
CN/C(=C\[N+](=O)[O-])NCCSCc1csc(CN(C)C)n1	9	0.5	i
CC(=O)Nc1ccc(NS(=O)(=O)c2ccc(Cl)s2)cc1	14	-1.5	i
NC(=O)c1ccc(C(=O)c2ccc([N+](=O)[O-])cc2)cc1	70*	-3.8	i
O=C(CCCn1c(=O)oc2ccccc21)NC1CCCCCC1	11	-1.1	i
Oc1ccccc1Nc1ncnc2c1oc1ccccc12	15	0.0	i
CCOC(=O)C1CCCN(S(=O)(=O)c2ccc3c(c2)N(C)C(=O)CC(=O)N3C)C1 (stereo not given)	23	1.3	i
